# ROMK mod: ROMK potassium channel modulators, primary screen, cell-based, thallium flux, MLSMR library. ATP-sensitive inward rectifier potassium channel 1 (Homo sapiens), P48048. Tet-inducible ROMK, thallium flux fluorescence; actives lie on both sides. B-score at 10 µM. hit rate 2% among 130,000. AID 1918, 2009;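 active means signal ratio slope over the read window, or its plate-corrected B-score, at least 3 SD from the plate mean, either direction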;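 further: B-score of the F/F0 ratio slope over 7 to 12 s after thallium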
# Target sequence (P48048 whole entry, looked up): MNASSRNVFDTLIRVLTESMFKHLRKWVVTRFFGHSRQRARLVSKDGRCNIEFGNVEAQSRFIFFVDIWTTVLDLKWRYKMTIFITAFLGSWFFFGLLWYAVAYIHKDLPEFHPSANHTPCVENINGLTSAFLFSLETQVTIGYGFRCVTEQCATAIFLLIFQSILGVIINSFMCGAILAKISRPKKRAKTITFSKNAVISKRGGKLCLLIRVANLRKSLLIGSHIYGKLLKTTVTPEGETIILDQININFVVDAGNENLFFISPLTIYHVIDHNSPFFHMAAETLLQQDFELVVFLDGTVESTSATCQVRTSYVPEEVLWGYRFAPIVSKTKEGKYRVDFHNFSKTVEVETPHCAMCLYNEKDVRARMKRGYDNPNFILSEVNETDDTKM
# APP 5'UTR act: activators of APP 5'UTR luciferase reporter, primary screen, SH-SY5Y cells; SH-SY5Y APP 5'UTR luciferase reporter, luminescence; zero percent = DMSO vehicle wells; hit rate 1% among 190,000; activation, % at 2 µM;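 active means activation above a set limit, based on mean plus 3 SD of controls, cut at about 140% in these data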; further: values of inactives mirror those of a sister screen read the other way
# STAT3 act: IL-6 driven STAT3 reporter potentiators, primary screen, U3A cells, luciferase, luminescence, MLSCN library; AID 871, 2007; hit rate 0.91% among 190,000; activation (% of control), % at 5.6 µM; IL-6 STAT3-luciferase reporter; 100% = signal with IL-6 EC80 alone;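 active means activation above the screen-wide mean of compound activation plus 3 SD, cut at about 130% in these data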;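 further: 0% = background luminescence of wells with medium and substrate only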
#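 Detection: reporter luminescence signal / Assay system: STAT1-lacking human U3A cells, STAT3 luciferase reporter / Incubation: compound pre-incubation 1 h before IL-6, then 6 h stimulation at 37 °C / Control set: IL-6-only high control / Read-out: % activation relative to IL-6 control / Probe or stimulus: Interleukin-6, 33 ng/mL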
# STAT3 inh: IL-6 driven STAT3 reporter inhibitors, primary screen, U3A cells, luciferase, luminescence, MLSCN library | IL-6 STAT3-luciferase reporter; host cell line lacks STAT1 | hit rate 0.89% among 190,000 | AID 862, 2007 | inhibition, % at 5.5 µM;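 active means inhibition above the mean inhibition across all screened compounds plus 3 SD, cut at about 44% in these data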;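 further: 0% = DMSO only wells and 100% = 100 µM nifuroxazide control wells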
# FLuc inhib CS: firefly luciferase enzyme inhibitors, primary screen, artefact control for luciferase-based inhibitor screens, biochemical, luminescence, ATPLite; 10 min; hit rate 1.5% among 200,000; AID 1006, 2008; inhibition, % at 10 µM;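 active means inhibition above about 50% when tested at 10 µM, limit read from the data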
# Target sequence (P08659 whole entry, looked up): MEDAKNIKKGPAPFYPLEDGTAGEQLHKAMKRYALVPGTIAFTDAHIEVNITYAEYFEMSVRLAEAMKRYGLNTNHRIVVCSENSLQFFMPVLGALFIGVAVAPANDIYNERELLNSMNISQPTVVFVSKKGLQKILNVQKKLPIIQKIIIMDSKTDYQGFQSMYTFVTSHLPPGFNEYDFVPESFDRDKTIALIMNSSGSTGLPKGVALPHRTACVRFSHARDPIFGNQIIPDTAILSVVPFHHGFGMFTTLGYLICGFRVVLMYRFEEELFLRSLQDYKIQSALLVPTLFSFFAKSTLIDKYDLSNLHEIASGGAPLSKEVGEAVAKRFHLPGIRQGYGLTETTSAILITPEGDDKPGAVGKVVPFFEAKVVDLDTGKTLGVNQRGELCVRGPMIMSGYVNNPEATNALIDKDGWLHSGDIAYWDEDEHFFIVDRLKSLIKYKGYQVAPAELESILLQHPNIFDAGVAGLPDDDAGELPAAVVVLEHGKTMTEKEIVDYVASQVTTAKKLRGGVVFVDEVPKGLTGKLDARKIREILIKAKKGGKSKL
# STAT1 act: STAT1 signaling activators, primary screen, cell-based, HTS, luciferase reporter | NIH 3T3 STAT1-luciferase reporter, IFN-gamma, luminescence; 100% = IFN-gamma alone, no compound | activation (% of control), % at 5.5 µM | hit rate 2.6% among 200,000;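 active means activation above the screen-wide mean activation plus 3 SD, cut at about 130% in these data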;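 further: raw ratio to IFN-gamma control signal so 100% means no change and 0% no light; values of inactives mirror those of a sister screen read the other way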
# FLuc stim CS: FLuc activators, initial screening, artefact control for FLuc-dependent activation tests, biochemical, ATPlite luminescence | Luciferin 4-monooxygenase (Photinus pyralis), P08659 | ATPlite luciferase biochemical, 10 min; 0 = ATP-free wells, 1 = DMSO control | activation factor at 10 µM | 200,000 tested, under 10 active | AID 1027, 2008;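 active means luciferase activation factor, scaled between plate controls, of at least 2 with compound at 10 µM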
#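 System: cell-free luciferase reagent; medium: PBS as buffer for the ATP substrate; doses: test compounds dosed from 2 mM stocks in 100% DMSO; incubation: 10 min, room temperature; measured by: luminescence from luciferase reaction; read-out: luciferase activation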
# STAT1 blocker: STAT1 signaling inhibitors, primary screen, cell-based, HTS, luciferase reporter; hit rate 0.35% among 200,000; inhibition, % at 5.5 µM; NIH 3T3 STAT1-luciferase reporter, IFN-gamma, luminescence; AID 920, 2007;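 active means inhibition above a set limit, the mean inhibition across all tested compounds plus 3 SD, cut at about 34% in these data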;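 further: 0% = IFN-gamma with DMSO and 100% = IFN-gamma with 300 µM nifuroxazide; values of inactives mirror those of a sister screen read the other way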
# NF-kB neuron act: activators of NF-kB expression in neurons, primary screen, cell-based, HTS; human neuronal cells, NF-kB reporter expression; hits give high values; fold change at 12.5 µM; hit rate 1.6% among 190,000; AID 1239, 2008; in the data active means fold change above about 3.3
# APP 5UTR inh: inhibitors of APP translation via 5'UTR reporter, primary screen, APP 5'UTR luciferase, SH-SY5Y cells. SH-SY5Y APP 5'UTR-luciferase reporter, luminescence. AID 1285, 2008. inhibition, % at 2 µM. hit rate 0.82% among 190,000;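 active means inhibition above a set limit, derived from the sample mean plus 3 SD, cut at about 45% in these data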; further: values of inactives mirror those of a sister screen read the other way
# An asterisk follows results filed as active; nt = not tested or not shown.
SMILES,ROMK mod,APP 5'UTR act,STAT3 act,STAT3 inh,FLuc inhib CS,STAT1 act,FLuc stim CS,STAT1 blocker,NF-kB neuron act,APP 5UTR inh
CC(=O)Nc1ccc(-n2nnnc2SCC(=O)NCc2cccs2)cc1,1,-1,109,0,-10,98,1.1,2,0.95,1
CC(=O)OC1c2c(ccc3ccc(=O)oc23)OC(C)(C)C1OC(=O)CC(C)C (stereo unspecified),nt,1,108,-7,-1,90,1,11,nt,-1
CCn1nc(C(=O)N2CCN(Cc3ccc4c(c3)OCO4)CC2)c2ccccc2c1=O,nt,-2,97,7,2,100,1,0,1.4,2
CCCCn1c(N)c(S(=O)(=O)c2ccc(C)cc2)c2nc3ccccc3nc21,-0.52,14,118,-17,-4,107,1,-8,0.59,-14
Cc1ccc(S(=O)(=O)c2nc(S(=O)(=O)c3ccc(C)cc3)c(NCc3ccco3)s2)cc1,nt,6,102,4,-8,98,1.1,2,1.1,-6
COCC(=O)Nc1sc2c(c1C(=O)OC)CCCC2,-0.49,-2,95,7,-3,98,1,4,1.2,2
COc1cc2c(cc1NC(=O)CCCN1C(=O)CCC1=O)oc1ccccc12,-0.4,22,112,-11,-2,111,1,-12,2.2,-22
COC(=O)C1=NNC(C(=O)c2ccco2)C1c1ccc(OC)cc1 (stereo unspecified),-0.014,1,103,2,-4,104,1,-6,1.1,-1
COc1ccc(-c2nn(-c3ccccc3)cc2/C=N/Nc2ccc3ccccc3n2)cc1OC,0.028,26,108,-5,-2,128,1,-31,0.65,-26
O=C(O)c1ccc(N2C(=O)c3cccnc3C2=O)cc1,1.5,0,104,-4,-5,108,1,-12,0.96,0
O=C(CSc1nc2ccccc2o1)N1CCCC1,nt,-11,91,17,-5,95,1,6,1.7,11
CCn1nnnc1SCC(=O)c1ccc(NC(C)=O)cc1,nt,-5,102,0,-6,101,1.1,-2,1.4,5
COC(=O)c1ccccc1S(=O)(=O)C(C)(C)C,0.33,-7,100,3,-9,101,1.1,-1,1.3,7
Cc1ccc(NC(=O)C(=O)NCc2ccccn2)cc1,0.13,27,99,4,6,134*,0.9,-38,2.4,-27
C/C(=N\Nc1nc(-c2ccc(C)cc2C)cs1)c1cc2ccccc2oc1=O,-1.7,nt,98,2,-5,103,1,-3,1,nt
COc1ccc(CCNS(=O)(=O)c2ccc3c(c2)CCN3C(=O)C2CC2)cc1OC,-0.86,-5,98,5,-2,97,1,4,0.94,5
O=S(=O)(NCCc1ccccc1)c1cccc(S(=O)(=O)N2CCOCC2)c1,-1.5,22,95,10,-7,96,1.1,4,0.89,-22
Cn1cnnc1SCC(=O)NCCc1ccc(Cl)cc1Cl,-0.23,-4,97,6,1,101,1,-1,1.6,4
O=C(c1cccn2c(=O)c3cc(Cl)ccc3nc12)N1CCOCC1,nt,28,106,-4,0,101,1,-1,1.1,-28
CC(C)N(C(=O)CSc1nnc(-c2cc3ccccc3cc2O)n1Cc1ccco1)C(C)C,-0.44,-4,94,10,0,96,1,4,0.58,4
COC(=O)c1ccccc1NC(=O)CC(NCc1ccccc1)C(=O)O (stereo unspecified),-0.33,14,102,0,nt,105,nt,-2,nt,-14
O=C(Nc1ccccc1N1CCCC1)c1ccc(Br)o1,nt,6,94,10,-4,103,1,-4,1.2,-6
O=C(Nc1cnc2sccn2c1=O)c1ccccc1Cl,0.36,74,86,18,10,140*,0.9,-43,2.4,-74
COc1cc2c3nnc(-c4ccc(F)cc4)c-3cn(Cc3ccc(C)cc3)c2cc1OC,nt,-18,101,8,-2,104,1,-5,0.99,18
COc1ccc(OC)c(CC(NC(C)=O)C(=O)NC2CCN(c3c(Cc4ccccc4)c(C)nc4ncnn34)CC2)c1 (stereo unspecified),0.0058,17,92,13,-1,102,1,-2,0.53,-16
CCOC(=O)CNC(=O)C1CCCN(c2ncccn2)C1 (stereo unspecified),nt,-12,101,9,-8,101,1.1,-1,1.4,12
CCSc1nnc(CCNC(=O)OC(C)(C)C)o1,0.92,-14,99,7,0,109,1,-10,1.3,14
Cc1ccc(-c2nnn(CC(=O)N(Cc3ccc(F)cc3)C(C(=O)NC3CCCC3)c3ccncc3)n2)o1 (stereo unspecified),nt,0,105,-2,-4,100,1,1,0.88,0
CCOc1cc(/C=C2/C(=O)ON=C2C)ccc1OCc1ccccc1F,nt,-12,108,-4,0,105,1,-5,1.2,12
O=C(NC1CCCCC1)C1c2ccccc2C(=O)N1Cc1ccc2c(c1)OCO2 (stereo unspecified),-0.86,5,99,9,-9,93,1.1,8,1.2,-5
CCCCCCCCNC(=O)c1cnsn1,0.61,-9,85,18,-4,88,1,14,1,9
CC(C)(C)c1ccc(S(=O)(=O)NCc2ccc(C(=O)N3CCOCC3)cc2)cc1,0.63,44,105,-9,-2,101,1,-1,0.92,-44
Cc1ccc(C(=O)N2CCN(c3ccccn3)CC2)cc1,-0.0029,2,95,11,-7,104,1.1,-8,0.98,-2
CC(C)Oc1ccc(Cn2c(=O)sc3ccccc32)cc1,-0.56,17,100,3,-6,103,1.1,-4,1.1,-17
O=C(C1CCN(Cc2cccs2)CC1)N1CCN(Cc2ccc3c(c2)OCO3)CC1,nt,4,103,-2,-3,86,1,14,0.94,-4
O=C(O)COc1ccc(-c2nnn(CC(=O)O)n2)cc1,-0.0092,-8,98,2,0,95,1,5,1.1,8
COc1cc(C=O)ccc1OCCOCCOc1ccccc1Cl,-0.12,0,100,8,0,95,1,5,1.2,0
CCOC(=O)/C=C1\SCC(=O)N1CC(=O)NC(c1ccccc1)c1ccccc1,nt,12,107,-9,-4,100,1,0,1.1,-12
Cc1nnc(SCC(=O)NCc2ccc(Cl)cc2)[nH]c1=O,nt,3,95,13,-6,98,1.1,1,1.3,-3
CC(C)(C)n1ncc2c(=O)n(CC(=O)NCc3ccc(F)cc3)cnc21,3.9*,169*,105,-4,36,160*,0.6,-65,3.5*,-169
O=C(CCNS(=O)(=O)c1ccccc1C(F)(F)F)NCc1ccc2c(c1)OCO2,-0.2,-9,98,3,-6,93,1.1,7,1.1,9
COc1ccc2c(c1)[nH]c1c(=O)n(CCN(C)C)cnc12,0.89,-7,107,-8,-5,98,1.1,2,1.1,7
Cc1ccc(N(CC(=O)Nc2ccc(F)c(Cl)c2)S(=O)(=O)c2c(C)noc2C)cc1,nt,-14,99,5,-6,95,1.1,5,0.91,14
CCn1c2ccccc2c2cc(NC(=O)CN(C)CC(=O)Nc3ccc(N4CCOCC4)cc3)ccc21,0.031,18,117,-14,-5,110,1.1,-12,0.71,-18
Cn1nc(C(=O)Nc2nnc(C3CC3)s2)c2ccccc2c1=O,nt,-19,89,15,2,103,1,-4,1.2,19
COc1ccccc1N(C)S(=O)(=O)c1ccc(C(=O)OCC(=O)N2CCC2)cc1,0.11,11,99,3,-1,101,1,-1,1.5,-11
COc1ccc(C(=O)NC(CC(=O)O)c2cc([N+](=O)[O-])ccc2Cl)cc1 (stereo unspecified),-0.61,21,101,10,1,114,1,-17,0.79,-21
C=CCNC(=O)CCNS(=O)(=O)c1ccc(Br)cc1,nt,1,97,7,-2,97,1,3,0.93,-1

# In the list so far, these contain an NH in an aromatic ring.
SMILES,ROMK mod,APP 5'UTR act,STAT3 act,STAT3 inh,FLuc inhib CS,STAT1 act,FLuc stim CS,STAT1 blocker,NF-kB neuron act,APP 5UTR inh
Cc1nnc(SCC(=O)NCc2ccc(Cl)cc2)[nH]c1=O,nt,3,95,13,-6,98,1.1,1,1.3,-3
COc1ccc2c(c1)[nH]c1c(=O)n(CCN(C)C)cnc12,0.89,-7,107,-8,-5,98,1.1,2,1.1,7

# Further records:
SMILES,ROMK mod,APP 5'UTR act,STAT3 act,STAT3 inh,FLuc inhib CS,STAT1 act,FLuc stim CS,STAT1 blocker,NF-kB neuron act,APP 5UTR inh
COc1ccc(CCC(=O)NCc2cn3ccc(C)cc3n2)cc1,nt,-1,nt,nt,-3,100,1,-2,1.1,1
CCOC(=O)c1c(NC(=O)CSc2nnnn2-c2ccc3c(c2)OCCO3)sc(C)c1C,nt,-6,106,-2,-2,102,1,-3,1,6
Cc1nnc(N(C)C(=O)c2ccc3c(c2)OCO3)s1,-0.71,-11,97,6,-5,105,1,-7,0.99,11
O=C(NCCN1CCOCC1)c1ccc(CS(=O)(=O)Cc2ccccc2F)o1,2.4,-10,105,-3,-6,97,1.1,3,1.1,10
CSc1ncc(S(=O)(=O)c2ccccc2)c(=O)[nH]1,-0.23,9,100,0,-2,97,1,3,1.5,-9
CCOc1ccc(CN2CCNC(=O)C2CC(=O)NCCc2ccccn2)cc1 (stereo unspecified),nt,-5,99,6,-2,100,1,-2,nt,5
CNc1nc(N/N=C/c2cc3c(cc2[N+](=O)[O-])OCO3)nc(Nc2ccccc2)n1,nt,-6,89,15,0,112,1,-15,0.4,6
Cc1ccc(C(=O)O)cc1NC(=O)CN1C(=O)C2C3c4ccccc4C(Br)(c4ccccc43)C2C1=O (stereo unspecified),0.81,-10,99,-1,-11,99,1.1,4,1.2,10
Cc1cc(N2CCCC2=O)c(N)cc1N,nt,-15,96,4,-8,105,1.1,-5,1.2,15
Cc1ccc(-c2[nH]c(=O)n3ccncc23)s1,-1.5,1,106,-3,nt,92,nt,8,0.95,-1
O=C(O)Cc1ccc2c(c1)N(S(=O)(=O)c1cccc(C(F)(F)F)c1)CC(C(=O)O)O2 (stereo unspecified),nt,-3,100,0,-6,102,1.1,-2,1,3
CCc1cc2c(N=Nc3c(O)[nH]c4ccccc34)ncnc2s1,nt,17,121,-31,-4,98,1,2,1,-17
O=C(c1cc([N+](=O)[O-])ccc1N1CCCCC1)N1CCCCC1,0.032,11,102,4,-5,93,1.1,8,1.1,-11
COc1cccc(-n2nnnc2SCC(=O)Nc2nc3c(s2)CCCC3)c1,0.036,10,97,6,0,105,1,0,0.93,-10
COc1cc(OC)cc(C(=O)Nc2cccnc2)c1,-0.16,-1,85,27,-5,94,1.1,6,1,0
O=C(c1n[nH]c(=O)c2ccccc12)N1CCN(c2ccc(F)cc2)CC1,1.6,-7,105,-3,-9,86,1.1,15,1.3,7
COc1ccc(OC)c(NC(=O)c2nnn(Cc3ccc(Br)cc3F)c2N)c1,nt,8,94,12,-5,98,1.1,2,0.9,-8
CCN1C(=O)/C(=C\N2CCN(C)CC2)SC1=S,nt,-7,106,-2,-3,100,1,0,1.2,7
C=CCn1c(SCCC)nc2sc3c(c2c1=O)CCc1ccccc1-3,0.37,-12,131,-42,-10,97,1.1,3,1.2,12
CCCCC(NS(=O)(=O)c1ccc(C)cc1)C(=O)Oc1ccc2c3c(c(=O)oc2c1)CCC3 (stereo unspecified),nt,-2,96,1,-3,95,1,5,0.93,2
O=C(Nc1ccc(Br)cc1)c1ccco1,nt,57,95,8,14,121,0.9,-23,2.1,-57
